ERa coact pot = ER-alpha (human) coactivator binding potentiation. coactivator binding (% of control), % at 25.6 µM. TR-FRET ERalpha-LBD/SRC-Cy5 coactivator binding, 2 h; 100 = basal binding, no effect. P03372. AID 639. hit rate 1.3% among 86,000; in the data active = activity above about 200%;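 note: binding measured in presence of low estradiol as agonist stimulus; 0% = peptide alone without receptor and 100% = receptor with peptide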
HUVEC prolif 384 = inhibitors of human endothelial cell proliferation; HUVEC proliferation, CellTiter-Glo luminescence, 72 h; hits give low values; viability, % at 10 µM (by protocol); hit rate 1.1% among 86,000;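 active = viability at or below 30%; inactive = viability above 30%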;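 note: 100% = median luminescence of DMSO-only cell control wells on each plate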
Lung fibro prol = blocks proliferation of human lung fibroblasts; LL 47 human lung fibroblast viability, ATP luminescence; hits give low values; viability, % at 10 µM; hit rate 1.1% among 85,000;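 active = viability at or below 50% in the single dose screen; inactive = viability above 50%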;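 note: compound exposure lasted 72 h before the ATP readout; 100% = median luminescence of untreated cell-only wells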
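Test system: LL 47 human lung fibroblasts; Quantity: 1,150 cells/well; Buffer or medium: IMEM plus 15% FBS; Dosing: tenfold compound dosing solution, DMSO at 0.1%; Timing: overnight cell rest, 72 h compound treatment at 37 °C; Detection: ATP-based CellTiter-Glo luminescent readout; Read-out basis: viability percentage against median untreated-cell control; Controls: cell-only wells, no compound.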
ERb SRC1 inh = ER-beta (human) coactivator binding inhibition | Q92731 | TR-FRET ER-beta LBD / SRC1-Cy5 peptide binding; receptor agonist-loaded with 1 µM estradiol | inhibition, % at 25.6 µM | hit rate 1.3% among 86,000;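 active = compounds whose percent inhibition of the receptor-coactivator binding signal exceeds about 50% in the single-dose screen, limit read from the data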;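 note: 0% = receptor plus peptide wells without compound and 100% = peptide-only wells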
Target sequence (Q92731 whole entry, looked up, the tested form may be a part): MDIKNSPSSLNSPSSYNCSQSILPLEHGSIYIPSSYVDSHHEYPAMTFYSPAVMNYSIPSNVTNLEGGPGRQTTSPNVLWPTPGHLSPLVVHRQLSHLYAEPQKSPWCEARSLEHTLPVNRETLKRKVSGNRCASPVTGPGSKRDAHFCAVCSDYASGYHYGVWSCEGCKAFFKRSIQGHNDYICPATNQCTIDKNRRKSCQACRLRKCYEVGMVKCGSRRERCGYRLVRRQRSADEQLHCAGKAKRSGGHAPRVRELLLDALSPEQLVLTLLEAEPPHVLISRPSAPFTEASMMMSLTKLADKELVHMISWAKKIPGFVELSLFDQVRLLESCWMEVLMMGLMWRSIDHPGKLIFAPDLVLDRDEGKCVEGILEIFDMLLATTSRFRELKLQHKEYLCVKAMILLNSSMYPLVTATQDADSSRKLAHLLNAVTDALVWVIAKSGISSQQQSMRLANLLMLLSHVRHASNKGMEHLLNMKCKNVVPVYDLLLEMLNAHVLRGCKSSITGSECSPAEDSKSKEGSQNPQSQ
Smad3 inh = blocks human Smad3 binding to FoxH1 peptide. P84022. TR-FRET Smad3/Dy647-FoxH1 peptide binding, europium anti-His. inhibition, % at 25 µM. AID 630. hit rate 0.29% among 88,000;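 active = compounds that reduce the energy-transfer binding signal between the protein and its labelled peptide by more than half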;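 note: 0% = Smad3 plus labelled peptide maximal FRET and 100% = peptide-only background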
Target sequence (P84022 whole entry, looked up): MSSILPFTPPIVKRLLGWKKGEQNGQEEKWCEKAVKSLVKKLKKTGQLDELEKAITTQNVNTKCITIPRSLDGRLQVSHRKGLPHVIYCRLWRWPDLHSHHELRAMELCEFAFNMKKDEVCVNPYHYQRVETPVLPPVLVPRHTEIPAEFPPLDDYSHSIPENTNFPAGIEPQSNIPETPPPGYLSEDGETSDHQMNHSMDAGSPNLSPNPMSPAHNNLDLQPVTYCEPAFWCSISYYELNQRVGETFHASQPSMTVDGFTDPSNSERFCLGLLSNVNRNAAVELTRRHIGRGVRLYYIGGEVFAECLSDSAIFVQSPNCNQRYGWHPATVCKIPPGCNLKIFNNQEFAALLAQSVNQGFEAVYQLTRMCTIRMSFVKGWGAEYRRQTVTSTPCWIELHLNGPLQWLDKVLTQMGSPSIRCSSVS
MT1-MMP txn act = MT1-MMP promoter transcription activation. hit rate 0.16% among 86,000. AID 750. activation factor at 10 µM. HT1080 MT1-MMP promoter luciferase reporter, luminescence, overnight; hits give high values;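 active = activation factor of at least 2 for MT1-MMP transcription at 10 µM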
ERa SRC1 inh = ER-alpha (human) coactivator binding inhibition. inhibition, % at 25.6 µM. P03372. TR-FRET ER-alpha LBD / SRC-1 peptide, estradiol-bound. hit rate 1.7% among 86,000; in the data active = inhibition above about 50%;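 note: 0% = receptor plus peptide control and 100% = peptide only without receptor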
H69AR growth 86K = growth inhibitors of human H69AR lung tumor cells; H69AR lung tumor viability, ATP luminescence, 72 h; hits give low values; viability, % at 10 µM; hit rate 6% among 85,000;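 active = viability at or below 40%; inactive = viability above 40%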;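 note: multidrug resistant small cell line overexpressing MRP-1 efflux transporter; 100% = mean luminescence of untreated control wells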
CD11b adhes enh = CD11b/CD18-fibrinogen binding enhancement. P05107+P11215. K562 CD11b/CD18 adhesion to fibrinogen, ATPlite luminescence. activation, % at 10 µM. hit rate 0.07% among 93,000. AID 1499;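 active = 10 µM primary screen giving 50% or more activity, confirmed by 40% or more on retest at that dose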; note: strong numbers were not always called active
* marks the source's active call; other numbers are inactive results; . = not tested or not shown; & = joins results of further samples; [ ] = dose if it differs, or a comment.

Values run as follows: ERa coact pot	HUVEC prolif 384	Lung fibro prol	ERb SRC1 inh	Smad3 inh	MT1-MMP txn act	ERa SRC1 inh	H69AR growth 86K	CD11b adhes enh
Cc1ccc(C)c(S(=O)(=O)Nc2ccc(S(=O)(=O)Nc3onc(C)c3C)cc2)c1
→ 91	99	93	5	6	1.1	2	93	0
CCCCN(CC)C(=O)Cc1c(C(=O)O)[nH]c2ccc(Cl)cc12
→ 123	84	92	-1	-2	1.2	2	92	2
O=C1CCCN1CC(CN1CCOCC1)Sc1nnnn1-c1ccccc1 (centres undefined)
→ 118	96	100	-24[fluorescence artefact?]	10[fluorescence artefact?]	1.3	-19	91	1
Cc1oc(C(C)(C)C)cc1C(=O)Nc1cccc(C(=O)O)c1
→ 95	90	100	-8	5	1.5	-3	86	3
O=C(NCCc1ccccn1)c1cccc(S(=O)(=O)N2CCCCCC2)c1
→ 89	94	93	-4	-1	1.1	-3	83	7
O=C(c1ccccc1F)N1CCC(N2CCCCCC2)CC1
→ 85	86	94	4	5	1.1	4	89	.
O=C(Nc1ccc2c(c1)OCO2)c1ccc2nc[nH]c2c1
→ 67[fluorescence artefact?]	84	97	10	-7	1.4	0	90	0
CSc1nc2cc(Cl)ccc2s1
→ 103	104	101	2	-5	1.1	-1	92	-2
CCOC(=O)N1CCN(CCC(=O)Nc2cccc(Br)c2)CC1
→ 131&108	67&98	93&100	4&1	0&0	1.2&1.1	2&0	97&92	3&5
CCOC(=O)c1ccc(NC(=O)COC)cc1
→ 98[fluorescence artefact?]	97	99	3	12[fluorescence artefact?]	1.2	-6	85	6

Two of the compounds above, as labelled records.
O=C(Nc1ccc2c(c1)OCO2)c1ccc2nc[nH]c2c1
  ERa coact pot = 67[fluorescence artefact?] | HUVEC prolif 384 = 84 | Lung fibro prol = 97 | ERb SRC1 inh = 10 | Smad3 inh = -7 | MT1-MMP txn act = 1.4 | ERa SRC1 inh = 0 | H69AR growth 86K = 90 | CD11b adhes enh = 0

O=C(c1ccccc1F)N1CCC(N2CCCCCC2)CC1
  ERa coact pot = 85 | HUVEC prolif 384 = 86 | Lung fibro prol = 94 | ERb SRC1 inh = 4 | Smad3 inh = 5 | MT1-MMP txn act = 1.1 | ERa SRC1 inh = 4 | H69AR growth 86K = 89 | CD11b adhes enh = .

(more compounds)
Values run as follows: ERa coact pot	HUVEC prolif 384	Lung fibro prol	ERb SRC1 inh	Smad3 inh	MT1-MMP txn act	ERa SRC1 inh	H69AR growth 86K	CD11b adhes enh
Cc1nc2c3cc(Cl)ccc3n(CCN3CCCCC3)c2s1
→ 111	47	49*	6	-23	0.6	-5	26*	-2
COc1cc(NC(=O)CN2CCN(c3ccccc3F)CC2)cc(OC)c1
→ 88	118	111	4[fluorescence artefact?]	5	1.2	-1[fluorescence artefact?]	75	1
O=c1c2c3c(sc2n(CCN2CCOCC2)c(=O)n1Cc1ccco1)CCCCC3
→ 85	76	100	-12	5	1	0	73	-5
CCOC(=O)N1CCN(Cc2c(F)cccc2F)CC1
→ 101	91	94	-6	1	1.2	-12	90	4
Cc1ccc(C(C)C)c(OCc2nnc3n2CCCCC3)c1
→ 105	94	85	0	-7	1	3	73	16
CCCCCCCCc1nnc(NC(=O)c2ccco2)s1
→ 118	93	112	25	2	.	42[fluorescence artefact?]	101	0
CCCNC(=O)c1cc2nc(-c3ccccc3)cc(C(F)(F)F)n2n1
→ 90	88	97	20	-1	1.2	27	94	.
CCN1CCCC1CNC(=O)C(NC(=O)C1CCC(C)CC1)C(C)C (centres undefined)
→ 135[fluorescence artefact?]	94	105	-3	3	1	-4	105	-3
Cc1cc(C)c(C#N)c(Oc2ccccc2)n1
→ 96	102	99	-8	2	1	-9	101	.
CN(c1nc2ccccc2n2c(-c3ccco3)nnc12)S(=O)(=O)c1ccccc1
→ 127	116	92	5	-4[fluorescence artefact?]	1.1	10	96	0
O=C1CCCc2nc(N3CCN(c4ccccc4)CC3)ncc21
→ 103[fluorescence artefact?]	100	102	27	10	1.3	12	102	2
C=CCN(CC=C)C(=O)C1CCC(C(=O)N(CC=C)CC=C)CC1 (centres undefined)
→ 115	102	103	-3[fluorescence artefact?]	7	1.1	-6	93	2
CCc1cc2ccccc2nc1SCC(=O)Nc1cc(C)on1
→ 134	89	90	3	8	1	0	75	6
Cn1ncc(Cl)c1C(=O)Nc1cccc(Cl)c1
→ 99	92	90	-1	-2	1.2	-13	84	.
Cc1ccc(-c2cc(-c3ccccc3)c3c(N)c(S(C)(=O)=O)sc3n2)cc1
→ 169	88	95	-9	13[fluorescence artefact?]	1.1	-1	84	-1
O=C(CSc1nn(-c2ccc(F)cc2)c(=S)s1)N1CCN(C(=O)c2ccco2)CC1
→ 98	99	102	5	2	1	-3[fluorescence artefact?]	95	-2
COCCCNC(=O)CCn1c(=O)c2ccccc2n(CC(=O)Nc2c(C)cccc2C)c1=O
→ 107	95	105	1	-3	1.1	-5	102	-1
CCCCSc1nnc([C@@H](NC(=O)OC(C)(C)C)C(C)C)o1
→ 123	108	99	-9[fluorescence artefact?]	5	1.2	-1[fluorescence artefact?]	88	-3
Cc1ccc(NC(=O)CSc2n[nH]c(-c3ccncc3)n2)cc1
→ 113	82	110	-5[fluorescence artefact?]	3[fluorescence artefact?]	0.9	-1[fluorescence artefact?]	102	-1
CN1CCN(C(=O)C2CCCCC2C(=O)O)CC1 (centres undefined)
→ 92	94	105	-4	0	1	-3	106	-3

Continuation:
SMILES,ERa coact pot,HUVEC prolif 384,Lung fibro prol,ERb SRC1 inh,Smad3 inh,MT1-MMP txn act,ERa SRC1 inh,H69AR growth 86K,CD11b adhes enh
CCOC(=O)C1(P(=O)(c2ccc(Cl)cc2)c2ccc(Cl)cc2)CCC1,85,97,83,-5,5,1.1,-12,99,-1
O=C1C2CC=C(Cl)CC2C(=O)N1c1ncn[nH]1 (centres undefined),91[fluorescence artefact?],91,104,-3,-3,1.1,18,73,.
CN(C(=O)C1CCOC1)c1nnc(C2CCOC2)s1 (centres undefined),118,93,95,5,1,1,-6,84,1
COc1ccc(CCNC(=O)COC(=O)c2ccc(Br)o2)cc1,92,102,104,-4,0,1.2,0,97,-2
O=C1OC(Nc2ccc(Br)cn2)c2ccccc21 (centres undefined),120,86,103,-3,-13,1.1,-3,92,0
NC1=NC2(CCCCCC2)n2c(nc3ccccc32)N1,26,93,96,-6[fluorescence artefact?],-6,1.1,65*[fluorescence artefact?],79,.
CCOC(=O)C(NCc1ccccc1OC)(NC(=O)CC)C(F)(F)F (centres undefined),109,101,101,-14,-5,1,-11,88,.
O=C(O)c1cc(S(=O)(=O)NCC2CCCO2)ccc1Cl (centres undefined),110,113,104,-7,7,1.2,3,95,.
Cc1c(Cl)cccc1NC(=O)CSc1nnc(C)n1-c1ccccc1,104,101,96,1,1,1.1,-2,101,-2
CCc1nnc(NC(=O)Cc2ccc(OCc3c(C)noc3C)cc2)s1,114,107,95,4[fluorescence artefact?],-6,1.1,2[fluorescence artefact?],89,0
CCS(=O)(=O)N1CCN(C(=O)c2cc(OC)cc(OC)c2)CC1,114,101,95,-11,2,1.2,-1,95,-3
CC(=O)N1c2c(cc(Br)cc2S(=O)(=O)N2CCN(c3ccccn3)CC2)CC1C (centres undefined),104,89,99,-1,6,.,-8,76,-2
COCCCNc1nc2c([nH]1)c(=O)[nH]c(=O)n2C,159,96,102,52*,1,1.2,-8,96,-5
COc1ccc(OC)c(CC(NC(C)=O)C(=O)NC2CCN(c3nc(C)cc(C)c3C#N)CC2)c1 (centres undefined),109,101,101,-10,-2,1.3,-14,91,4
Cc1oc(-c2ccccc2F)nc1CN1CCC(C(=O)NCCC2=CCCCC2)CC1,126,20*,90,0[fluorescence artefact?],6,1.4,5[fluorescence artefact?],81,-1
Cc1nc(NCC2CCCO2)[nH]c(=O)c1CCC(C)C (centres undefined),101,93,99,0,1,1.1,-3,95,.
O=C(CSCc1cnn(-c2ccccc2)c1-n1cccc1)NCc1ccc2c(c1)OCO2,93[fluorescence artefact?],103,109,-15[fluorescence artefact?],1,1.1,-11[fluorescence artefact?],92,.
CC(=O)c1sc(NC(=O)C2COc3ccccc3O2)nc1C (centres undefined),113,102,101,-6,5[fluorescence artefact?],.,6,87,.
CCOC(=O)c1ccc(N2C(=O)CC(NC3CCN(C(=O)c4ccc(F)cc4)CC3)C2=O)cc1 (centres undefined),110,89,96,3,0,1,-8,100,-1
CN1C(=O)NC(c2ccccc2)C2=C1CN(c1cccc(C(F)(F)F)c1)C2=O (centres undefined),97,101,106,5,-1,1.1,7,89,-3
CC(C)CNC(=O)c1noc2c1CCCC2,97,93,92,-4,-5,1.2,-2,96,0
CCC(=O)N(Cc1ccccc1)c1ccccn1,118,88,87,-10[fluorescence artefact?],-6,1.1,10,97,-2
Cc1cc(C)cc(NC(=O)CCn2ccnc2C)c1,115,89,99,-8,0,1,2,91,-2
COc1ccc(C2=NOC(C(=O)NCc3ccco3)C2)cc1OC (centres undefined),108,63,69,-1,-7,0.7,-6,29*,0
CC(C)CNC(=O)CSc1nc(-c2cccs2)cc(C(F)(F)F)n1,92,100,101,-8,0,0.9,13,95,.

Another view of some results above.
CCOC(=O)C(NCc1ccccc1OC)(NC(=O)CC)C(F)(F)F (centres undefined)
  ERa coact pot: 109; HUVEC prolif 384: 101; Lung fibro prol: 101; ERb SRC1 inh: -14; Smad3 inh: -5; MT1-MMP txn act: 1; ERa SRC1 inh: -11; H69AR growth 86K: 88; CD11b adhes enh: .

COCCCNc1nc2c([nH]1)c(=O)[nH]c(=O)n2C
  ERa coact pot: 159; HUVEC prolif 384: 96; Lung fibro prol: 102; ERb SRC1 inh: 52*; Smad3 inh: 1; MT1-MMP txn act: 1.2; ERa SRC1 inh: -8; H69AR growth 86K: 96; CD11b adhes enh: -5

NC1=NC2(CCCCCC2)n2c(nc3ccccc32)N1
  ERa coact pot: 26; HUVEC prolif 384: 93; Lung fibro prol: 96; ERb SRC1 inh: -6[fluorescence artefact?]; Smad3 inh: -6; MT1-MMP txn act: 1.1; ERa SRC1 inh: 65*[fluorescence artefact?]; H69AR growth 86K: 79; CD11b adhes enh: .

Cc1oc(-c2ccccc2F)nc1CN1CCC(C(=O)NCCC2=CCCCC2)CC1
  ERa coact pot: 126; HUVEC prolif 384: 20*; Lung fibro prol: 90; ERb SRC1 inh: 0[fluorescence artefact?]; Smad3 inh: 6; MT1-MMP txn act: 1.4; ERa SRC1 inh: 5[fluorescence artefact?]; H69AR growth 86K: 81; CD11b adhes enh: -1

(more compounds)
SMILES,ERa coact pot,HUVEC prolif 384,Lung fibro prol,ERb SRC1 inh,Smad3 inh,MT1-MMP txn act,ERa SRC1 inh,H69AR growth 86K,CD11b adhes enh
CN(C)S(=O)(=O)c1cccc(COC(=O)C2=COCCO2)c1,105,105,96,-4[fluorescence artefact?],-2,1.1,-8,93,-4
O=C(CNC(=O)Cn1ccc2ccccc2c1=O)NCCCN1CCN(c2cccc(Cl)c2)CC1,100,79,96,1[fluorescence artefact?],1,1.1,2,82,.
CCOC(=O)c1sc(=S)n(-c2cccc(OC)c2)c1N,69,88,95,-6,-2,1.1,-7,97,.
Cc1n[nH]c(=O)nc1NCC1CCCO1 (centres undefined),119,104,106,-11,6,1.4,-31,96,-1

Source: PubChem (several laboratories)

The list is partial; rates above refer to the full screens.
